Bioassay records as filed in PubChem.
tim10-1 inh: growth inhibitors of tim10-1 mutant yeast | S. cerevisiae tim10-1 ts strain growth, BacTiter-Glo, 24 h | inhibition, % at 20 µM | actives 2.2% (n = 330,000) | AID 463190;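 active = inhibition of at least 40%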;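 also: mutant grown at 25 °C; 0% = DMSO wells with yeast and 100% = wells holding no yeast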
UPR CHOP act: apoptotic UPR (CHOP) activation | actives 0.34% (n = 330,000) | CHO-CHOP luciferase reporter, luminescence; percent of tunicamycin response over DMSO baseline | activation, % at 10 µM;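 active = at 10 µM dose, activation of 40% or more, normalized to positive control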;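 also: 100% = tunicamycin at 10 µg/mL and 0% = DMSO alone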
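measured by = luciferase luminescence | assay system = CHO-CHOP cells, stable luciferase reporter of PERK-eIF2a-CHOP signalling | amount = 500 reporter cells seeded per well | timing = 6 h compound exposure at 37 °C after overnight seeding | controls = positive tunicamycin 10 µg/mL, negative DMSO alone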
TIM10 inh: inhibits growth of TIM10 yeast strain; actives 1.4% (n = 330,000); S. cerevisiae TIM10 strain growth, BacTiter-Glo luminescence, 24 h; inhibition, % at 10 µM;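 active = inhibition of 40% or more at the single tested concentration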;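 also: wild-type TIM10 isogenic control strain grown at permissive 25 °C; 0% = DMSO yeast wells and 100% = minimal medium wells without yeast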
APJ agonist: agonists of human APJ apelin receptor; activation, % at 20 µM; CHO-K1 APJ PathHunter beta-arrestin, luminescence; 0% DMSO wells, 100% apelin; AID 2520; P35414; actives 0.11% (n = 330,000);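 active = activation more than six SD over the plate average, tested at 20 µM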;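 also: 0% = DMSO alone and 100% = apelin-13 at 10 nM; some results filed as inactive read as strong as hits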
Target sequence (P35414 whole entry, looked up): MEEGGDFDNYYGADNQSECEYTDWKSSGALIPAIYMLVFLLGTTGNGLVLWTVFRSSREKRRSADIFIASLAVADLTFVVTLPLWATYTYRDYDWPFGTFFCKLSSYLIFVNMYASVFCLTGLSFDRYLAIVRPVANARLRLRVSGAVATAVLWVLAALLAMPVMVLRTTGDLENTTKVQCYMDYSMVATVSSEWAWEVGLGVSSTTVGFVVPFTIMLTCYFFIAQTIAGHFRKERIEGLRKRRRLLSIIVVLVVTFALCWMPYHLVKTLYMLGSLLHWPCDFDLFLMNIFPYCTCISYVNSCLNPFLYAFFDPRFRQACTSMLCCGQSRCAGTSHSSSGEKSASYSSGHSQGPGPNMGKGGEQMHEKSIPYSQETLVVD
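Assay system: CHO-K1 APJ beta-arrestin complementation cell line / Compound: single test compound dose, 20 µM final, 1% DMSO / Times: overnight seeding, 90 min compound at 25 °C, 1 h detection / Technique: beta-gal luminescence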
NLRP3 yeast inh: inhibitors of NALP3 inflammasome in yeast. Yeast reconstituted NLRP3/ASC/caspase-1, beta-gal luminescence, 24 h. inhibition, % at 10 µM. actives 0.39% (n = 330,000). AID 2825;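 active = inhibition of 50% or more; inactive = inhibition below 50%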;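 also: plate controls were induced DMSO wells for no effect and uninduced yeast grown without galactose for full effect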
XBP1 UPR activ: adaptive UPR (XBP1) activation | CHO-XBP1 luciferase reporter, IRE1-XBP1 UPR activation, luminescence; percent of tunicamycin response, DMSO as zero | activation, % at 20 µM | actives 0.33% (n = 330,000) | AID 463104;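 active = versus positive control, 20 µM dose yields 30% or more activation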;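 also: 100% = tunicamycin at 10 µg/mL and 0% = DMSO only wells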
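Material: CHO cell line with stable XBP1 luciferase reporter; buffer or medium: F12 medium containing 10% fetal bovine serum; compound: single point, 20 µM final compound, 1% DMSO; incubation: 6 h treatment, 37 °C; measured by: glow luminescence from Steady-Glo reagent; evaluation: activation, % of tunicamycin; control set: tunicamycin high, DMSO low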
GRIN3A LBD mod: NR3A (human) ligand-binding domain modulation. NR3A LBD differential scanning fluorimetry, Tm shift; 0% = protein alone, 100% = glycine-bound protein. Tm shift relative to glycine control, % at 25 µM. actives 2.5% (n = 340,000);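 active = melting temperature shift of at least 10% of the positive control shift, at one fixed dose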
Mdm2 MdmX PPI: disrupts the human Mdm2-MdmX interaction; AID 485346; SaOS-2 split-luciferase Mdm2/MdmX complementation, luminescence; inhibition, % at 8 µM; O15151+Q00987; actives 3% (n = 330,000);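 active = inhibition of at least 50% at 8 µM in the primary screen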
tim23-1 inh: growth inhibitors of tim23-1 mutant yeast. actives 1.3% (n = 330,000). inhibition, % at 20 µM. S. cerevisiae tim23-1 growth, BacTiter-Glo luminescence, 24 h;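 active = growth inhibition of the mutant yeast at or above 50%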;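 also: temperature-sensitive mutant grown at 25 °C; plate controls were DMSO-treated mutant yeast for no effect and medium wells lacking yeast for full effect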
* = called active by the depositor. This is a random part of the collection; 8.2% or so of the library scored in one or more.

Sequence of screens – tim10-1 inh | UPR CHOP act | TIM10 inh | APJ agonist | NLRP3 yeast inh | XBP1 UPR activ | GRIN3A LBD mod | Mdm2 MdmX PPI | tim23-1 inh
- Cc1cccc(NC(=O)CC2SC(=O)N(c3ccccc3)C2=O)c1 (centres undefined)
 : 43* | -1.2 | 35 | -6 | 27 | 1 | 4 | -1 | 43
- Cc1ccc(C(=O)NCCN2CCOCC2)cc1
 : -8 | -1.1 | -6 | -7 | -6 | 1 | 1 | -27 | 10
- O=C(NC(=S)Nc1ccccc1N1CCCC1)c1ccc([N+](=O)[O-])cc1
 : 57* | -2.5 | 34 | -6 | 21 | -6 | -9 | 23 | 49
- COc1ccc(N2CCN(c3oc(-c4ccco4)nc3C#N)CC2)cc1
 : 12 | -2.1 | -3 | -3 | 3 | -3 | 2 | 9 | 8
- CC1(C)CC(=O)c2cc(C(=O)NC3CCSC3=O)c(=O)n(-c3ccccc3)c2C1 (centres undefined)
 : 6 | 0.4 | 5 | -2 | 5 | -1 | -1 | -15 | 2
- Cc1cc(C)c(NC(=O)CNC(=O)CSc2nnc(N)s2)c(C)c1
 : 8 | 1.6 | -2 | 2 | 24 | 3 | -1 | 7 | 15
- Fc1ccc(-c2csc3ncnc(Nc4ccc(N5CCOCC5)cc4)c23)cc1
 : 43* | -0.6 | 15 | 0 | 15 | 3 | 0 | 9 | 38
- Cc1ccc(OCc2nnc(SCC(=O)Nc3ccc4c(c3)OCO4)n2C)cc1
 : 1 | 1.8 | -2 | -2 | 1 | -1 | -1 | -17 | 15
- CN1CCN(S(=O)(=O)c2ccc(N3CCN(c4ccc(O)cc4)CC3)c([N+](=O)[O-])c2)CC1
 : -11 | -1.5 | 0 | 10 | 22 | -3 | 1 | 11 | -21
- Cc1ccc(Oc2nc3ccccn3c(=O)c2/C=C(\C#N)C(=O)NC2CCS(=O)(=O)C2)cc1 (centres undefined)
 : 20 | 0.6 | 21 | 0 | 4 | 0 | -1 | 0 | 22
- O=C(CCN1C(=O)CSc2ccccc21)Nc1ccc(C(F)(F)F)cc1
 : 0 | -0.1 | -3 | 3 | 6 | 0 | 2 | 19 | 9
- Cc1cccc(Oc2ncc(-c3ccc(Cl)cc3)cn2)c1
 : 2 | 3.9 | 7 | -4 | 0 | 1 | 3 | 5 | 2
- C/C(=N\NC(=O)Cn1cc([N+](=O)[O-])cn1)c1ccc(O)cc1
 : 0 | 4.5 | 6 | -4 | -14 | -1 | 2 | 1 | -4
- CCOc1ccc(C(=O)OCn2nnc3ccccc3c2=O)cc1OC
 : 13 | -3.0 | 14 | 1 | 7 | 2 | -6 | 11 | 7
- COc1ccc(CCNC(=O)COC(=O)c2ccc(Br)o2)cc1OC
 : 17 | -1.1 | 7 | -5 | 6 | 2 | 2 | -2 | -1
- Cc1cc(NC(=O)CS(=O)(=O)c2cn(C)c3ccccc23)no1
 : 3 | 1.6 | -6 | -5 | 10 | -2 | -1 | 11 | 7
- O=C(CSc1nc2c(sc3ccccc32)c(=O)n1CCCN1CCCC1)NCc1ccco1
 : 20 | 1.3 | -30 | 0 | 5 | -2 | 1 | 25 | 8
- COCCNC(=O)c1ccccc1NC(=O)c1cc(OC)cc(OC)c1
 : 28 | -2.8 | 11 | -3 | 21 | 0 | 3 | 36 | 19
- COc1cccc(NC(=O)CSc2nnc(Cn3nnc4ccccc43)n2C)c1
 : 6 | -2.3 | -4 | -2 | 7 | -7 | 0 | 5 | 6
- CCCn1c(=N)n(CC(=O)OCC)c2ccccc21
 : 9 | -1.7 | 3 | -3 | 21 | -3 | 0 | 25 | 13
- CCCCn1c(N)c(N(CC(C)C)C(=O)c2oc3ccc(Br)cc3c2C)c(=O)[nH]c1=O
 : 8 | 2.2 | 16 | -3 | 23 | 0 | -4 | -5 | 20
- COc1cc(/C=N/NC2=NS(=O)(=O)c3ccccc32)ccc1OC(C)=O
 : 3 | 0.6 | 13 | -1 | -22 | -2 | 0 | 8 | -6
- CCC(CC)NC(=O)CCc1nc2ccccc2c(=O)[nH]1
 : 9 | -0.5 | -9 | -6 | 5 | -2 | 0 | 23 | 1
- O=C(NNc1ccccn1)c1ccc(Cl)nc1
 : 0 | -0.6 | -6 | -3 | -5 | 1 | -2 | 4 | 11
- O=C(CNC(=O)C1COc2ccccc2O1)N/N=C\c1ccccc1Cl (centres undefined)
 : 13 | 0.2 | 10 | 2 | 11 | -4 | 0 | -4 | 10
- Cc1ccc2[nH]cc(CCNC(=O)c3ccc([N+](=O)[O-])cc3)c2c1
 : 19 | -0.9 | 9 | 5 | 5 | 1 | 9 | -7 | 9
- Cc1cc(C)n(-c2ncc(C#N)cn2)n1
 : -6 | -0.6 | -4 | 0 | 5 | -1 | -1 | 14 | 8
- COc1cc2c(cc1NC(=O)c1ccco1)CCCC2
 : 22 | 1.8 | -23 | -5 | 37 | -1 | 0 | -30 | 23
- Cc1cc(C)cc(OCC(=O)OCC(=O)NCCC2=CCCCC2)c1
 : 8 | 1.9 | 0 | -4 | -3 | -1 | -3 | 3 | -4
- CCOc1cccc2cc(C(=O)NCc3cccnc3)c(=O)oc12
 : -6 | 3.4 | 1 | -3 | 0 | 4 | 0 | -8 | -3
- COc1ccc(C(=O)Nc2cccc(S(C)(=O)=O)c2)cc1
 : 9 | 0.9 | 4 | -3 | -7 | 3 | 5 | -6 | -5
- CCCOc1ccc(Cn2c(=O)oc3ccc(C)cc32)cc1OC
 : 25 | -2.6 | 31 | 0 | 12 | -2 | 5 | 7 | 26
- Cc1ccc(NC(=O)c2cc(=O)c3ccccc3o2)c(C)c1
 : 29 | 2.2 | -7 | -2 | 15 | 0 | 1 | -33 | 18
- CN(C)c1ccnc(Oc2ccc(C(C)(C)C)cc2)c1C#N
 : 17 | 2.6 | 19 | -1 | 7 | 4 | -10 | -14 | 27
- Cc1ncc([N+](=O)[O-])n1S(=O)(=O)c1cc(Br)ccc1Br
 : -26 | -0.3 | -8 | 1 | 16 | 1 | -1 | -8 | -6
- CCOC(=O)c1[nH]c(C)c(/C=N/O)c1C
 : -18 | -2.2 | 0 | -5 | 8 | -2 | -7 | 13 | 1
- CCN(C[C@H]1N[C@@](CC)(C(=O)OC)[C@H]2C(=O)N(C)C(=O)[C@@H]12)C(=O)Nc1ccccc1
 : -3 | 0.5 | 7 | -4 | 0 | 1 | 0 | 3 | 4
- COc1cccc(/C=N/NC(=O)c2c(-c3ccccc3)noc2C)c1OC
 : 1 | 0.1 | -1 | 1 | 18 | -7 | 1 | 7 | 15
- COc1ccc(S(=O)(=O)N(C)CC(=O)Nc2ccc(C)cc2)cc1OC
 : 7 | -2.2 | -15 | -3 | 3 | -1 | -2 | 25 | -11
- Cc1ccc(Cl)cc1NS(=O)(=O)c1ccc(-n2cccn2)cc1
 : 26 | -0.9 | 9 | 1 | 3 | -1 | -3 | 24 | 12
- O=C(CN1C(=O)CSc2ccc(C(F)(F)F)cc21)Nc1ccccc1
 : 10 | 0.0 | 18 | -2 | -8 | -2 | 3 | -6 | 19
- CCOC(=O)CSc1nnc(-c2ccc3ncccc3c2)n1C
 : 0 | -0.3 | 8 | 1 | 17 | -2 | 0 | -2 | -4
- COc1ccc(CCCc2nnc(SCC(=O)Nc3ncc(C)s3)o2)cc1
 : 4 | 0.3 | -6 | -2 | 8 | -1 | 1 | 1 | -18
- COc1cc2cc(C(c3nnnn3C(C)(C)C)N3CCc4ccccc4C3)c(=O)[nH]c2cc1OC (centres undefined)
 : 12 | 0.4 | 16 | 16 | 8 | -4 | 0 | 17 | 11
- CCCc1nc(NCC2CCCO2)c2nnn(Cc3ccccc3)c2n1 (centres undefined)
 : 12 | -2.5 | -5 | -1 | 19 | 2 | 0 | 8 | 21
- O=C(O)c1cc(C2CC2)nn1-c1ccccc1
 : 8 | -0.4 | -13 | -3 | -22 | 6 | 3 | 12 | -5
- Cc1nn(-c2ccccc2)c(NC(=O)c2cccs2)c(-c2ccccc2Cl)c1=O
 : -9 | -2.1 | -21 | 2 | 8 | 1 | 0 | 8 | 4
- Cc1cc(N2CCCCC2C)nc(-c2ccccc2O)n1 (centres undefined)
 : 3 | 0.3 | 3 | -2 | 17 | -4 | 4 | 4 | 34

Entries above that contain a halogen:
Sequence of screens – tim10-1 inh | UPR CHOP act | TIM10 inh | APJ agonist | NLRP3 yeast inh | XBP1 UPR activ | GRIN3A LBD mod | Mdm2 MdmX PPI | tim23-1 inh
- Fc1ccc(-c2csc3ncnc(Nc4ccc(N5CCOCC5)cc4)c23)cc1
 : 43* | -0.6 | 15 | 0 | 15 | 3 | 0 | 9 | 38
- O=C(CCN1C(=O)CSc2ccccc21)Nc1ccc(C(F)(F)F)cc1
 : 0 | -0.1 | -3 | 3 | 6 | 0 | 2 | 19 | 9
- Cc1cccc(Oc2ncc(-c3ccc(Cl)cc3)cn2)c1
 : 2 | 3.9 | 7 | -4 | 0 | 1 | 3 | 5 | 2
- COc1ccc(CCNC(=O)COC(=O)c2ccc(Br)o2)cc1OC
 : 17 | -1.1 | 7 | -5 | 6 | 2 | 2 | -2 | -1
- CCCCn1c(N)c(N(CC(C)C)C(=O)c2oc3ccc(Br)cc3c2C)c(=O)[nH]c1=O
 : 8 | 2.2 | 16 | -3 | 23 | 0 | -4 | -5 | 20
- O=C(NNc1ccccn1)c1ccc(Cl)nc1
 : 0 | -0.6 | -6 | -3 | -5 | 1 | -2 | 4 | 11
- O=C(CNC(=O)C1COc2ccccc2O1)N/N=C\c1ccccc1Cl (centres undefined)
 : 13 | 0.2 | 10 | 2 | 11 | -4 | 0 | -4 | 10
- Cc1ncc([N+](=O)[O-])n1S(=O)(=O)c1cc(Br)ccc1Br
 : -26 | -0.3 | -8 | 1 | 16 | 1 | -1 | -8 | -6
- Cc1ccc(Cl)cc1NS(=O)(=O)c1ccc(-n2cccn2)cc1
 : 26 | -0.9 | 9 | 1 | 3 | -1 | -3 | 24 | 12
- O=C(CN1C(=O)CSc2ccc(C(F)(F)F)cc21)Nc1ccccc1
 : 10 | 0.0 | 18 | -2 | -8 | -2 | 3 | -6 | 19
- Cc1nn(-c2ccccc2)c(NC(=O)c2cccs2)c(-c2ccccc2Cl)c1=O
 : -9 | -2.1 | -21 | 2 | 8 | 1 | 0 | 8 | 4
